POLH inh: DNA polymerase eta (human) inhibition; Q9Y253; AID 588591; 390,000 compounds, 1.2% hits; Potency, µM (doses to about 114 µM), without a hit: top-dose activity change, negative = inhibition, usual class: inhibitors; recombinant Pol eta, fluorescent DNA replication assay; note: % is set by controls: 0 for no effect and ±100 for the full control effect
Target sequence (Q9Y253 whole entry, looked up): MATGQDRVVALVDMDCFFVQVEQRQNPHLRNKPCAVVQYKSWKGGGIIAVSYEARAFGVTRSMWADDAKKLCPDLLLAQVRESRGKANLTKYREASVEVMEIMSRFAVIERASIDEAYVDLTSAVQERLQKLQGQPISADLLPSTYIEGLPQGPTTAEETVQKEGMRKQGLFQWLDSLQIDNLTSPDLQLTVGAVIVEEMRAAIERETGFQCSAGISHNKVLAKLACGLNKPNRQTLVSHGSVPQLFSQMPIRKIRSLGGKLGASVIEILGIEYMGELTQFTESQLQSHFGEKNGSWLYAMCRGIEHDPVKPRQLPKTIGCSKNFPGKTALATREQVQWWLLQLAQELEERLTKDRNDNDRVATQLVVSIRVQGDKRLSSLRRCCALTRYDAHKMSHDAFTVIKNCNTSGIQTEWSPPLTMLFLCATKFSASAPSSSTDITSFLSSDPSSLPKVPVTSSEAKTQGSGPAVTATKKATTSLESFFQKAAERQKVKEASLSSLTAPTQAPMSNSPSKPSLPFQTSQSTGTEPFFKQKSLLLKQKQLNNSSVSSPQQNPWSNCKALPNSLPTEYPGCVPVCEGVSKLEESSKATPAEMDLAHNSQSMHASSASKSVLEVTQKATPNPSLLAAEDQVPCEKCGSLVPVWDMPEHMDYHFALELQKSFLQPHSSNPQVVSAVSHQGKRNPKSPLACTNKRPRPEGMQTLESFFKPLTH
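Fluorescent replication assay: 50 nM final substrate added after a 15 min room-temperature compound preincubation with 10 nM enzyme. Signal taken at 0 min and again at 10 min.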
APE1 inh: APE1 (human) endonuclease inhibition | P27695 | 350,000 compounds, 0.35% hits | AID 2517 | recombinant APE1, TAMRA/BHQ-2 abasic DNA cleavage fluorescence | Potency, µM (doses to about 65.8 µM), for the others: top-dose activity change, negative = inhibition, actives largely listed as inhibitors;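 note: plate controls were vehicle for no effect and reference inhibitor for full effect; nearly all actives have a fitted effect of over 55% in size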
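Activity was derived from the fluorescence gain between first and third kinetic reads (60 s intervals, ex 525/em 598 nm) after 50 nM THF-abasic TAMRA/BHQ-2 duplex was added to 0.75 nM APE1 preincubated 15 min with compound.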
BAZ2B inh: blocks human BAZ2B; Q9UIF8; AlphaScreen BAZ2B-H3K14Ac peptide displacement; Potency, µM (highest dose often 114 µM), for inactives: at the highest dose activity change, negative = inhibition, actives largely listed as inhibitors; 360,000 compounds, 4.4% hits; AID 504333; note: % is set by controls: 0 for no effect and ±100 for the full control effect; nearly all actives have a fitted effect of over 60% in size
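AlphaScreen displacement of biotin-H3(5-23)K14Ac peptide (50 nM final) from BAZ2B (50 nM final) in PBS pH 7.4, 0.01% Tween-20; complex preformed 30 min RT, then compounds (top 110 uM) 30 min RT, beads 20 min dark.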
BLM helicase inh: inhibitors of human Bloom syndrome helicase BLM; 350,000 compounds, 0.2% hits; recombinant BLM DNA unwinding, fluorescence dequenching; Potency, µM (series often up to 56.1 µM), inactives show at the highest dose activity change, negative = inhibition, usual class: inhibitors;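 note: plate controls were vehicle for no effect and no enzyme for full effect; nearly all actives have a fitted effect of over 35% in size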
Pol iota inh: inhibitors of human DNA polymerase iota; 390,000 compounds, 1% hits; Pol iota fluorescent replication assay, 10 min; Potency, µM (highest dose often 115 µM), for the others: top-dose activity, negative = inhibition, hits mostly inhibitors
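Fluorescent replication assay read twice, at 0 min and 10 min after adding 50 nM (final) substrate. Enzyme (10 nM) and compounds were first incubated 15 min at room temperature; enzyme-free buffer wells were negative controls.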
Pol beta inh: blocks human DNA polymerase beta activity; P06746; Pol beta primer extension/strand displacement, fluorescence kinetic; Potency, µM (doses to about 114 µM), inactives show top-dose activity change, negative = inhibition, hits mostly inhibitors; 340,000 compounds, 1.3% hits; note: % is set by controls: 0 for no effect and ±100 for the full control effect
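Preincubation: enzyme (10 nM) with compound, 15 min, RT. Reaction: substrate added to 50 nM final. Reads: 0 and 10 min. Analysis: normalized, Hill fit.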
POLK inh: blocks human DNA polymerase kappa activity. Q9UBT6. purified Pol kappa, fluorescent DNA synthesis assay, 10 min. Potency, µM (highest dose often 107 µM), for the others: at the highest dose activity, negative = inhibition, most hits filed as inhibitors. 400,000 compounds, 0.53% hits. AID 588579; note: % is set by controls: 0 for no effect and ±100 for the full control effect
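Enzyme at 10 nM met test compounds for 15 min at room temperature. Substrate addition (50 nM final) began the reaction, which was monitored by fluorescence at 0 and 10 min.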
JMJD2A Tudor inh: blocks the human JMJD2A Tudor domain | AlphaScreen JMJD2A-Tudor / H3K4me3 peptide binding | Potency, µM (top dose mostly 114 µM), without a hit: at the highest dose activity change, negative = inhibition, usual class: inhibitors | 390,000 compounds, 4.4% hits; note: % is set by controls: 0 for no effect and ±100 for the full control effect; nearly all actives have a fitted effect of over 50% in size
G9a block: G9a (human) methyltransferase inhibition. 350,000 compounds, 8.8% hits. Potency, µM (titrated, usually from 102 µM), without a hit: at the top dose activity, negative = inhibition, hits mostly inhibitors. G9a H3K9 monomethylation, AlphaScreen, 2 h. Q96KQ7; note: % is set by controls: 0 for no effect and ±100 for the full control effect; nearly all actives have a fitted effect of over 75% in size
Target sequence (Q96KQ7 913-1193 limits assumed): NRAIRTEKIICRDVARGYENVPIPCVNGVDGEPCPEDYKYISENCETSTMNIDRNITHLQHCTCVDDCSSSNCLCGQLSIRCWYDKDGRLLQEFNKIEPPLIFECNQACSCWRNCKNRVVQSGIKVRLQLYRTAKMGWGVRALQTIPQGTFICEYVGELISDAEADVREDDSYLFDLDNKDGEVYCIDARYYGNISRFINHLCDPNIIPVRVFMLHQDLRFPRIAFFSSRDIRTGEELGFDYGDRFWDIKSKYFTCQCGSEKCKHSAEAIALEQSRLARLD
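Using a bead-based AlphaScreen, monomethylated H3K9 product from 2 h room-temperature reactions (G9a 20 nM, peptide 500 nM, SAM 20 uM) was detected with 0.5 ug/mL rabbit anti-H3K9me1 antibody.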
The depositor's hits bear a star; ? = inconclusive; . = not tested or not shown; & = joins results of further samples; [ ] = dose if it differs, or a comment. Calls come from the whole dose curve; as a rule, active = well fitted curve in the direction sought with a large enough effect; inconclusive = small, poorly fitted or top-dose-only effect, or another doubt; inactive = no such curve, though single readings can be large; an effect the other way counts as inactive or inconclusive. Potency is the fitted concentration of half-maximal effect. These rows are one share of the data; rates above refer to the full screens.

SMILES | POLH inh | APE1 inh | BAZ2B inh | BLM helicase inh | Pol iota inh | Pol beta inh | POLK inh | JMJD2A Tudor inh | G9a block
COC(=O)CCCC1=CC2=CC(=O)C(C)(OC(=O)c3cccs3)C(=O)C2=CN1CCCOC(C)C (configuration not stated) | -17% | 11%[12.4 µM] | -22% | -10%[12.4 µM] | 25µM* | 16% | -4% | -3% | 19%[59 µM]
Cc1ccccc1OCC(=O)Nc1cccc(NC(=O)c2ccco2)c1 | -8% | -5% | -12% | -6% | 3% | 2% | 1% | -28% | -3%[12.7 µM]
CC1=C/C(=C/N(C)C)C(=O)O1 | -5% | -7% | -17% | -1% | -7% | ? | -10% | -16% | ?
O=C(Nc1ccccc1)c1nnsc1S(=O)(=O)c1ccc(Cl)cc1 | ? | -8% | 45µM* | -7% | -17% | 45µM* | -5% | ? | ?
O=C(NCc1ccc2c(c1)OCO2)c1c[nH]c2ccc(S(=O)(=O)N3CCOCC3)cc2c1=O | -12% | -4% | 2% | -3% | -18% | 4% | -7% | -22% | ?
NNC(=O)c1nnn(-c2nonc2N)c1-c1cccs1 | 5% | 1% | ? | -2% | 8% | 12% | -19% | -27% | 8%
Cc1nn(-c2ccccc2)c2[nH]c(=O)c(CNCc3ccc4c(c3)OCO4)cc12 | -9% | -8% | 20% | 0% | 0% | -1% | 5% | -14% | -32%[2.33 µM]
CCCc1[nH]n(-c2nc3ccccc3s2)c(=O)c1C=NCCN1CCOCC1 | -9% | -4% | 11% | 3% | ? | 2% | -4% | -21% | 5%[12.7 µM]
CCn1c(=NC(=O)CN2C(=O)CCC2=O)sc2c(C)cc(C)cc21 | -4% | 2% | -18% | 2% | -7% | 26% | 3% | -1% | ?
COc1ccc(Cl)cc1NC(=O)CCn1cnc2ccccc2c1=O | -16% | 0% | -4% | 1% | 16% | -13% | -4% | -14% | ?

Two compounds picked at random from those above, as already listed:
SMILES | POLH inh | APE1 inh | BAZ2B inh | BLM helicase inh | Pol iota inh | Pol beta inh | POLK inh | JMJD2A Tudor inh | G9a block
COc1ccc(Cl)cc1NC(=O)CCn1cnc2ccccc2c1=O | -16% | 0% | -4% | 1% | 16% | -13% | -4% | -14% | ?
Cc1ccccc1OCC(=O)Nc1cccc(NC(=O)c2ccco2)c1 | -8% | -5% | -12% | -6% | 3% | 2% | 1% | -28% | -3%[12.7 µM]

New compounds follow
SMILES | POLH inh | APE1 inh | BAZ2B inh | BLM helicase inh | Pol iota inh | Pol beta inh | POLK inh | JMJD2A Tudor inh | G9a block
COc1cc2cc(C(=O)N(C)C3CCS(=O)(=O)C3)[nH]c2cc1OC (configuration not stated) | -8% | 47%[activator] | ? | -1% | 3% | -1% | 8% | -26% | 22%
CCc1ccc(Nc2nnc(SC3CCOC3=O)s2)cc1 (configuration not stated) | ? | 4% | -1% | -5% | -16% | ? | -8% | -30% | ?
CC(C)CSc1nnc2c3ccccc3n(C)c2n1 | -15% | 23% | 9% | -10% | 5% | -14% | -22% | -5% | 10%
CCOc1ccc(S(=O)(=O)N(C(C)=O)c2ccc3oc(C)c(C(=O)OC)c3c2)cc1 | -16% | . | -1% | -10% | 11% | 19% | -1% | -2% | 1%[59 µM]
CC1CCN(C(=O)CCCNC(=O)Cn2cnc3sc4c(c3c2=O)CCCC4)CC1 | 6% | -5% | -21% | 1% | 7% | 9% | 2% | -6% | 5%[59 µM]
O=C(COc1ccccc1)NCC(=O)Nc1ccc(S(=O)(=O)NCc2ccco2)cc1 | ? | -2% | -6% | -4% | 18% | 5% | -10% | -21% | ?
CCCCn1c(N)c(N(CC(C)C)C(=O)CN(C)S(=O)(=O)c2ccc(F)cc2)c(=O)[nH]c1=O | -13% | 28% | -11% | . | 30%[activator] | . | -14% | -3% | ?
Cc1nc2c(C(=O)NCc3ccc4c(c3)OCO4)c[nH]n2c(=O)c1Cl | -20% | 0% | -33% | ? | -24%[58.9 µM] | 4% | -17% | -15% | 7%[59 µM]
COCCN(C(=O)COC(=O)Cc1coc2cc3c(cc12)CCC3)c1c(N)n(Cc2ccccc2)c(=O)[nH]c1=O | 20µM* | 9.5µM* | 50µM* | . | 28µM* | . | ? | 45µM* | 40µM*
CC1CCCCN1C(=O)CSc1nc(C2CC2)nc2ccccc12 (configuration not stated) | -5% | 18% | 2% | -5% | 2% | 3% | -15% | -26% | 13%
CCCCC(CC)CNC(=O)c1ncn[nH]1 (configuration not stated) | -15% | 4% | ? | 0% | -6% | 0% | 7% | -6% | .
CC(C)(C)C(=O)Nc1cccc(OC(F)(F)C(F)Cl)c1 (configuration not stated) | -11% | 11% | -3% | -10% | 27% | ? | -1% | 4% | 19%[59 µM]
CCN(CC)c1ccc(NC(=O)CSC(=O)c2ccccc2)cc1 | -9% | 17% | . | . | -4% | . | -17% | ? | .
COc1ccc(C2CC(O)(c3ccccc3)Oc3cc(OC)cc(OC)c32)cc1 (configuration not stated) | -26% | -9%&4% | -20% | -14%&1% | -5%&8% | 0% | -9%&2% | ? | -6%[12.7 µM]
Nc1nc(Cl)nc2c1ncn2C1CC(O)C(CO)O1 (configuration not stated) | -2% | 4% | 0% | . | -15% | . | -8% | -4% | 20%[59 µM]
C/C(=N\NC(=O)c1cc(C)nc2ccccc12)c1ccco1 | -2% | 1% | -29% | -2% | 145%[activator] | ? | -6% | -16% | 3%
O=C(CCC1CC(=O)Nc2ccccc21)NCc1ccccc1 (configuration not stated) | 89µM* | 1% | 4% | 0% | ? | -11% | -21% | -17% | 3%
COc1cccc(CNc2nc3nc(C)cc(C)n3n2)c1 | -9% | -2% | 0% | 0% | -6% | 1% | 2% | -8% | 23%[59 µM]
CC1CCCN(S(=O)(=O)c2cc(C(=O)NCc3ccco3)ccc2Cl)C1 (configuration not stated) | -20% | -2% | . | . | 12% | . | -7% | ? | .
COc1ccccc1C1C(C(=O)c2cc3ccccc3o2)=C(O)C(=O)N1c1cc(C)on1 (configuration not stated) | -12% | 28% | -26%[57.1 µM] | -6% | -24% | -17% | 0% | -35% | 50µM*

The last 4 compounds of the part above are carried over, then new ones follow:
SMILES | POLH inh | APE1 inh | BAZ2B inh | BLM helicase inh | Pol iota inh | Pol beta inh | POLK inh | JMJD2A Tudor inh | G9a block
O=C(CCC1CC(=O)Nc2ccccc21)NCc1ccccc1 (configuration not stated) | 89µM* | 1% | 4% | 0% | ? | -11% | -21% | -17% | 3%
COc1cccc(CNc2nc3nc(C)cc(C)n3n2)c1 | -9% | -2% | 0% | 0% | -6% | 1% | 2% | -8% | 23%[59 µM]
CC1CCCN(S(=O)(=O)c2cc(C(=O)NCc3ccco3)ccc2Cl)C1 (configuration not stated) | -20% | -2% | . | . | 12% | . | -7% | ? | .
COc1ccccc1C1C(C(=O)c2cc3ccccc3o2)=C(O)C(=O)N1c1cc(C)on1 (configuration not stated) | -12% | 28% | -26%[57.1 µM] | -6% | -24% | -17% | 0% | -35% | 50µM*
CN(C)c1ccc(/C=N/c2cc(-c3ccccc3)nn2-c2ccccc2)cc1 | -12% | 6% | 10µM* | -6% | 11% | -1% | 0% | ? | ?
Cc1sc2ncn(CC(=O)N3CCN(c4ccccc4F)CC3)c(=O)c2c1S(=O)(=O)N1CCC(C)CC1 | -17% | . | -2% | -6% | 25% | -8% | -5% | -13% | -19%[59 µM]
COC(=O)[C@H](CC(C)C)NC(=O)Cn1cnc(C(=O)Nc2ccc(C)c(C)c2)n1 | -11% | -6% | . | . | 26% | . | 1% | -19% | .
Cc1ccc(Cl)c(OC(=O)c2ccc(N3CCOCC3)c([N+](=O)[O-])c2)c1 | -16% | -2% | ? | -8% | 168%[activator] | 0% | -11% | ? | 28µM*
Cc1ccc(NCc2nnc(SCC(=O)N3CCCCC3)n2CC2CCCO2)c(C)c1 (configuration not stated) | 5% | . | . | . | 14% | . | -28% | -19% | .
O=C(c1cc(COc2cccc(C(F)(F)F)c2)on1)N1CCSCC1 | -8% | -22% | 1% | -7% | 20% | 9% | -9% | 28% | .
Cc1ccc(C2Oc3ccccc3C3=C2C(c2cccs2)n2ncnc2N3)cc1 (configuration not stated) | -3% | -8% | -33% | -10% | 9% | 11% | -10% | -22% | -13%[59 µM]
CCOC(=O)c1c(NC(=O)/C=C/c2ccc(OC)cc2)sc2c1CCC(C)C2 (configuration not stated) | -14% | . | 9% | -5% | 2% | 35% | -9% | 6% | -37%[59 µM]
Cc1cc(C(=O)Nc2cccc(S(=O)(=O)N3CCCCC3)c2)c2ccccc2n1 | -21% | -9% | -24% | -12% | 47%[activator] | 0% | -15% | -32% | -48%
CC1CCc2sc(C(=O)OCC(=O)NC(N)=O)cc2C1 (configuration not stated) | 9% | 1% | 3% | 0% | 2% | -8% | -8% | -10% | 17%
O=C(CC1C(=O)NCCN1Cc1cccc(F)c1F)NC1CCCCCC1 (configuration not stated) | -13% | 1% | -16% | -3% | 11% | 38% | -3% | -5% | ?
COc1ccccc1NS(=O)(=O)c1ccc2[nH]c(=S)oc2c1 | 7% | -2% | . | . | 41%[activator] | . | -18% | -24% | .

Screens deposited in PubChem BioAssay by National Center for Advancing Translational Sciences (NCATS).
